GPR151 ag: activators of human GPR151 | Q8TDV0 | PathHunter beta-arrestin GPR151 cells, luminescence | activation, % at 11.2 µM | actives 1% (n = 650,000) | AID 1508602; in the data active = activation above about 4.9%;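 note: 0% = median of compound wells and 100% = cells with positive control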
Target sequence (Q8TDV0 whole entry, looked up): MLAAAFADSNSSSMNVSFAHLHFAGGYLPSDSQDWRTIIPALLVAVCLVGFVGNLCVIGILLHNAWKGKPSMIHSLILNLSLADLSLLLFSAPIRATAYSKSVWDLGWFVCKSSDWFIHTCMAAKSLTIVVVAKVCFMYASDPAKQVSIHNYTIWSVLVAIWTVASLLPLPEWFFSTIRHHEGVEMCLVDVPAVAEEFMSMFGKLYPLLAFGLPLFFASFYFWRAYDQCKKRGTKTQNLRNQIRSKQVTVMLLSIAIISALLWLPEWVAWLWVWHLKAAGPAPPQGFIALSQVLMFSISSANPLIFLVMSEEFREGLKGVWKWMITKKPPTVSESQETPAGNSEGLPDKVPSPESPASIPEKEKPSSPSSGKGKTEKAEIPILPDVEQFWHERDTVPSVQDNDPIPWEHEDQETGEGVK
FBW7 activator: human FBW7 E3 ligase activation, primary screen | normalized activity (activation), % at 26.1 µM | actives 0.13% (n = 650,000) | AlphaScreen FBW7–phospho-cyclin E peptide binding, activator screen; in the data active = normalized activity above about 1.9%;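 note: purified mutant Fbw7 with reduced substrate affinity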
MITF primary: blocks human microphthalmia-associated transcription factor. O75030. AlphaScreen MITF homodimerization, bead proximity signal. inhibition, % at 2.6 µM. actives 0.91% (n = 650,000). AID 1259374; in the data active = inhibition above about 50%;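 note: 0% = vehicle wells with protein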
Target sequence (O75030 whole entry, looked up): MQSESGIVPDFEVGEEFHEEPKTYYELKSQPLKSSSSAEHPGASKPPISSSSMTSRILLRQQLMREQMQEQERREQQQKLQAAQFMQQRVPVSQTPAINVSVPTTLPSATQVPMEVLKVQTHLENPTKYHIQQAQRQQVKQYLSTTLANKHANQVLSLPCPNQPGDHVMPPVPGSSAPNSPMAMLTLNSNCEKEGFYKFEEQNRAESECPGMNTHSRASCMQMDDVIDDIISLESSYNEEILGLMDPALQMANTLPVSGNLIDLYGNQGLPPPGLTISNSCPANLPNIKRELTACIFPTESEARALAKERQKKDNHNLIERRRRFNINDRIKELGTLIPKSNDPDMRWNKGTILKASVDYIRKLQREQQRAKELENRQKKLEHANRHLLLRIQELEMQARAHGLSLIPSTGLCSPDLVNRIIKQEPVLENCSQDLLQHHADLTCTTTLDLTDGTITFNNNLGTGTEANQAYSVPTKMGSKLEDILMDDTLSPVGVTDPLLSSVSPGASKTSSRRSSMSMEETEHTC
TEAD-YAP inh: TEAD-YAP interaction inhibition; HEK-TIYL cells, TEAD-Gal4/YAP UAS-luciferase luminescence; inhibition, % at 9.12 µM; actives 1.4% (n = 640,000); in the data active = inhibition above about 32%;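 note: 0% = median of test compound wells and 100% = reference inhibitor wells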
Numbers without * were called inactive.

Molecule	GPR151 ag	FBW7 activator	MITF primary	TEAD-YAP inh
COc1cccc2sc(Nc3nc4c(s3)C(=O)CC(C)(C)C4)nc12	0.7	0.4	-8	6
COc1ccccc1CNC(=O)CC1CCCCC1	2.3	-0.1	-3	-36
Cc1cc(C)c(C(=O)C2OC(=O)C(C)(C)C(=O)C2(C)C)c(C)c1 (stereo not given)	-0.8	0.1	2	12
COc1ccc(Nc2nnc(C(C)(C)C)c(=O)n2N)c(OC)c1	-0.2	0.3	7	-4
CCCCCCCNc1nc(OC)nc(N2CCCCC2)n1	-1.3	0.2	5	6
Cc1cccc(N(C)S(=O)(=O)c2nnc(NC(=O)c3ccco3)s2)c1	-0.4	1.1	14	-9
COc1nccnc1NS(=O)(=O)c1ccc(NC(=O)c2ccccc2Cl)cc1	0.7	-0.2	0	2
CN(C)S(=O)(=O)N(C)Cc1ccccc1	1.2	0.1	-5	2
CCC(Oc1ccccc1)C(=O)NCC#N (stereo not given)	0.3	0.0	-21	5
O=C(CCSc1nnc(-c2ccccc2)o1)Nc1ccc(F)cc1	-0.1	0.2	6	1
COc1ccc(C2CC(c3cc(OC)c(OC)c(OC)c3)n3nnnc3N2)cc1 (stereo not given)	-0.1	0.1	11	12
CCC1CCCCN1S(=O)(=O)c1ccc(F)c(C(=O)Nc2ccc(C)c(Cl)c2)c1 (stereo not given)	-1.1	0.0	12	-12
Cc1c(NC(=O)c2cnn3c2NC(c2ccc4c(c2)OCO4)CC3C(F)(F)F)c(=O)n(-c2ccccc2)n1C (stereo not given)	0.3	-0.1	8	9
CCn1c(Cc2ccccc2)nnc1SCC(=O)Nc1ccc2c(c1)n(C)c(=O)n2C	0.3	0.0	18	4
Cc1cc(NCc2cccnc2)n2nc(-c3cccc(F)c3)cc2n1	-1.0	0.1	8	-5
Cc1cn[nH]c1C1CCCN(S(=O)(=O)c2ccsc2)C1 (stereo not given)	0.2	0.0	5	3
Cc1cc(Cl)ccc1OCC(=O)Nc1nc(-c2ccccc2)cs1	-0.9	-0.1	-4	0
CC(=O)N1CCN(C(=O)C2(c3cccs3)CCOCC2)CC1	-0.5	0.1	10	0
CCOC(=O)C1CCN(Cc2ccc(OC)c(C)c2OC)CC1	-0.5	0.9	45	6
O=C(CSc1nc2ccccc2s1)CSc1nc2ccccc2s1	-0.3	0.4	4	-1
Cn1cnn(CN2CCN(c3ccc(O)cc3)CC2)c1=S	-0.3	0.1	11	11
CC(=O)Nc1ccc2oc(-c3cc(C)cc(C)c3)nc2c1	-0.1	0.0	-13	-71
C[N+](C)(C)CCCNC(=O)/C=N\O	1.6	0.1	-11	2
COc1ccc(-c2cc(=O)oc3cc(O)c(Cl)cc23)cc1	0.6	0.0	-5	20
COC(=O)c1ccc(N2N=C(C)/C(=C/c3ccc(C)s3)C2=O)cc1	-0.5	0.1	-3	2
Cn1c2ccccc2n2c(C=O)c(-c3ccccc3)nc12	0.3	-0.1	-14	-58
Nc1nonc1C(=O)NN=c1c(=O)c2ccccc2c1=O	1.3	-0.2	13	-5
CCOc1ccc(NC(=O)Cn2nnc(C(=O)Nc3ccc(C)c(C)c3)c2N)cc1	-1.3	0.0	10	5
Cc1nc(N2CCC(C)CC2)c2c(C)c(C(=O)N3CCCCC3C)sc2n1 (stereo not given)	3.6	0.0	8	-2
COc1ccc2c(c1)C(=O)CC1(CCN(CC(N)=O)CC1)O2	-0.2	-0.2	0	-10

Following part
Molecule	GPR151 ag	FBW7 activator	MITF primary	TEAD-YAP inh
CS(=O)(=O)c1ccc2nc(Nc3nc4ccc(F)cc4s3)sc2c1	0.9	0.1	5	-15
CC(NC(=O)C(=S)NC1CCCCC1)c1ccccc1 (stereo not given)	2.6	0.0	-7	-20
CCN(CC)S(=O)(=O)c1cccc(C(=O)Oc2cccc(NC(=O)c3ccc(OC)cc3)c2)c1	-2.4	-0.1	-4	66*
COc1ccc(C(=O)n2c(C)nc3ccccc32)cc1[N+](=O)[O-]	-0.1	0.0	-1	-3
O=C(Nc1cccc(-c2cn3ccccc3n2)c1)C1CC1	0.5	0.0	10	-11
O=c1c2sccc2nc(SCc2cccc([N+](=O)[O-])c2)n1CCc1ccc(Cl)cc1	-2.0	0.0	0	-7
CC(C)NNC(=O)COc1ccc(Cl)cc1	1.6	0.1	-2	1
O=C(O)CCNC(=O)Cn1cnc2sc3c(c2c1=O)CCCC3	-0.3	0.2	5	-9
Cc1cn2c(=O)c(C(=O)N3CCCC3)cnc2s1	-1.6	-0.1	-4	13
Cc1[nH]c2ccccc2c1CCNC(=O)/C(=C/c1cccc([N+](=O)[O-])c1)NC(=O)c1ccccc1Cl	1.3	-0.1	4	22
c1ccc2c(Nc3nc(NCc4nc5ccccc5[nH]4)c4ncn(-c5ccsc5)c4n3)nccc2c1	2.4	1.1	62*	27
Cc1cc(NC(=O)CCS(=O)(=O)c2ccc3c(c2)SCC(=O)N3)no1	-1.4	0.0	-4	-5
Cc1ccc(N2C(=O)CSC2c2c(F)cccc2Cl)cc1F (stereo not given)	-0.6	0.0	9	-3
Nc1nnc(-c2ccc(Oc3nc(N4CCOCC4)nc(N4CCOCC4)n3)cc2)s1	-2.3	1.1	22	-12
Cc1ccccc1NC(=O)Cc1nnc(SCC(=O)c2ccccc2)n1C	-1.0	0.4	13	1
Cc1ccc(S(=O)(=O)NC(=O)Nc2cccc(Cl)c2C)cc1	-0.3	0.1	3	7
CN1CCN(S(=O)(=O)c2ccc(C(=O)NC3(c4ccc(F)cc4)CCCC3)cc2)CC1	-1.4	-0.1	15	9
O=[N+]([O-])c1ccc(N2CCCCC2)cc1NCCOc1ccccc1	-1.9	0.1	7	-6
Cc1cccc2c(=O)oc(/C=C/c3ccc([N+](=O)[O-])cc3)nc12	-1.2	0.0	9	-14
CCOc1cc(Br)cc(/C=N/NC(=O)C2COc3ccccc3O2)c1O (stereo not given)	2.2	-0.1	15	24
O=C(O)C1CCN(S(=O)(=O)c2cccc(Cl)c2Cl)CC1	-1.8	-0.1	-6	-9
CCOC(=O)C(NC(=O)Cn1c2ccccc2c(=O)c2ccccc21)C(=O)OCC	-0.7	0.0	-16	14
CN(C(=O)CCCn1c2ccccc2c(=O)c2ccccc21)C1CCCCC1	0.9	0.5	7	-3
O=C(Nc1ccc(-c2cn[nH]c2)cc1)C1COc2ccc(F)cc2C1 (stereo not given)	-0.3	-0.1	2	31
Cc1ccc2oc(C(F)(F)F)cc(=O)c2c1	-1.3	0.0	7	4
Cc1cccc(NC(=O)C(=O)NCCc2ccccc2Cl)c1	-0.2	-0.1	5	-8
O=S(=O)(Nc1nccs1)c1ccc(NCc2ccccc2O)cc1	1.7	0.5	2	-1
CN1CCCN(Cc2c3ccccc3cc3ccccc23)CC1	-0.9	0.1	13	-1
COc1ccc(-c2noc(Nc3cccc(OC)c3)n2)cc1	-3.0	-0.1	-5	-69
C1=NNC(N2CCCC2)=NC1c1ccccc1 (stereo not given)	0.0	0.3	15	-14

Going on with the list.
Below each SMILES – GPR151 ag | FBW7 activator | MITF primary | TEAD-YAP inh
> COc1ccc([N+](=O)[O-])cc1-c1[nH]c(-c2cccs2)nc1-c1ccccc1
 : 0.2 | 0.0 | 8 | 6
> NC(=O)C1CCN(C(=O)CN(c2ccc([N+](=O)[O-])cc2)S(=O)(=O)c2ccccc2)CC1
 : 0.0 | 0.0 | 2 | -8
> CC1CCN(c2nc(N3CCOCC3)nc(N3CCOCC3)n2)CC1
 : 8.9* | -0.1 | 8 | 8
> CCOC(=O)c1ccc2nc(C(F)(F)F)nc(NCCCN3CCOCC3)c2c1
 : -0.5 | -0.1 | 6 | -1
> O=C(NCc1ccccn1)c1cc(S(=O)(=O)N2CCc3ccccc32)ccc1F
 : 0.3 | -0.1 | 11 | 2
> CCOC(=O)N1CCN(S(=O)(=O)c2ccc3[nH]c(=O)ccc3c2)CC1
 : -0.9 | 0.3 | -2 | 2
> CCN(CC)CCCNc1ncnc2sc3c(c12)CCC(C)C3 (stereo not given)
 : -0.2 | 0.0 | 4 | -2
> COc1ccc(-c2csc(NC(=O)COC(=O)c3cc4ccccc4oc3=O)n2)cc1
 : -0.1 | -0.1 | 5 | -53
> COc1ccc(OCc2cc(C(=O)NC(C)Cc3ccccn3)no2)c(Cl)c1 (stereo not given)
 : 1.5 | 0.0 | 7 | -6
> O=C(CNC(=O)C(c1ccccc1)c1ccccc1)N/N=C/c1cccc([N+](=O)[O-])c1O
 : -1.4 | -0.3 | 1 | -1
> O=C(CCn1c(SCC(=O)c2ccccc2)nc2ccccc2c1=O)NC1CCCCC1
 : 0.3 | 0.3 | -1 | 6
> O=C(NC1CCSC1=O)c1ccccc1Br (stereo not given)
 : -1.3 | 0.1 | -6 | -5
> COC(=O)C1=C(C)NC(=O)NC1c1cc([N+](=O)[O-])cc(Br)c1O (stereo not given)
 : -1.1 | 1.0 | 26 | 1
> Cc1cccc(-n2nc3c(c2NC(=O)C2CC2)CSC3)c1C
 : 1.1 | 0.6 | 1 | 4
> c1cncc(-c2noc(CC3CCCCC3)n2)c1
 : -0.5 | 0.1 | -3 | -6

An excerpt from above in order of length of the SMILES, rising:
Below each SMILES – GPR151 ag | FBW7 activator | MITF primary | TEAD-YAP inh
> O=C(NC1CCSC1=O)c1ccccc1Br (stereo not given)
 : -1.3 | 0.1 | -6 | -5
> CC(C)NNC(=O)COc1ccc(Cl)cc1
 : 1.6 | 0.1 | -2 | 1
> C1=NNC(N2CCCC2)=NC1c1ccccc1 (stereo not given)
 : 0.0 | 0.3 | 15 | -14
> Cc1cn2c(=O)c(C(=O)N3CCCC3)cnc2s1
 : -1.6 | -0.1 | -4 | 13
> CN1CCCN(Cc2c3ccccc3cc3ccccc23)CC1
 : -0.9 | 0.1 | 13 | -1
> Cn1cnn(CN2CCN(c3ccc(O)cc3)CC2)c1=S
 : -0.3 | 0.1 | 11 | 11
> Nc1nonc1C(=O)NN=c1c(=O)c2ccccc2c1=O
 : 1.3 | -0.2 | 13 | -5
> CCOC(=O)C1CCN(Cc2ccc(OC)c(C)c2OC)CC1
 : -0.5 | 0.9 | 45 | 6
> O=S(=O)(Nc1nccs1)c1ccc(NCc2ccccc2O)cc1
 : 1.7 | 0.5 | 2 | -1
> O=C(O)C1CCN(S(=O)(=O)c2cccc(Cl)c2Cl)CC1
 : -1.8 | -0.1 | -6 | -9
> COc1ccc2c(c1)C(=O)CC1(CCN(CC(N)=O)CC1)O2
 : -0.2 | -0.2 | 0 | -10
> Cc1ccccc1NC(=O)Cc1nnc(SCC(=O)c2ccccc2)n1C
 : -1.0 | 0.4 | 13 | 1
> O=[N+]([O-])c1ccc(N2CCCCC2)cc1NCCOc1ccccc1
 : -1.9 | 0.1 | 7 | -6
> CCOc1cc(Br)cc(/C=N/NC(=O)C2COc3ccccc3O2)c1O (stereo not given)
 : 2.2 | -0.1 | 15 | 24
> CN(C(=O)CCCn1c2ccccc2c(=O)c2ccccc21)C1CCCCC1
 : 0.9 | 0.5 | 7 | -3
> Cc1cccc(N(C)S(=O)(=O)c2nnc(NC(=O)c3ccco3)s2)c1
 : -0.4 | 1.1 | 14 | -9
> COc1ccc(C2CC(c3cc(OC)c(OC)c(OC)c3)n3nnnc3N2)cc1 (stereo not given)
 : -0.1 | 0.1 | 11 | 12
> CCOC(=O)C(NC(=O)Cn1c2ccccc2c(=O)c2ccccc21)C(=O)OCC
 : -0.7 | 0.0 | -16 | 14
> CCC1CCCCN1S(=O)(=O)c1ccc(F)c(C(=O)Nc2ccc(C)c(Cl)c2)c1 (stereo not given)
 : -1.1 | 0.0 | 12 | -12
> COc1ccc([N+](=O)[O-])cc1-c1[nH]c(-c2cccs2)nc1-c1ccccc1
 : 0.2 | 0.0 | 8 | 6
> c1ccc2c(Nc3nc(NCc4nc5ccccc5[nH]4)c4ncn(-c5ccsc5)c4n3)nccc2c1
 : 2.4 | 1.1 | 62* | 27
> Cc1c(NC(=O)c2cnn3c2NC(c2ccc4c(c2)OCO4)CC3C(F)(F)F)c(=O)n(-c2ccccc2)n1C (stereo not given)
 : 0.3 | -0.1 | 8 | 9

(listing goes on)
Below each SMILES – GPR151 ag | FBW7 activator | MITF primary | TEAD-YAP inh
> Cn1c(=O)[nH]c(=O)c2c1nc(NCCCO)n2Cc1ccc(Cl)cc1
 : -1.5 | 0.1 | 17 | -5
> CC(=O)C1(O)C(C)CC2C3CCC4CC(O)CCC4(C)C3=CCC21C (stereo not given)
 : 1.4 | 0.1 | 8 | 3
> CCCn1ncc(CN2CCN(Cc3ccc(C)o3)C(CCO)C2)c1C (stereo not given)
 : -1.4 | -0.1 | 2 | 4
> Cn1c(=O)c2c(ncn2CCn2cnc3c2c(=O)n(C)c(=O)n3C)n(C)c1=O
 : -2.0 | 0.2 | 2 | 1
> Cc1cc(C)c2c(c1)NC(=O)C2(O)c1c[nH]c2ccccc12 (stereo not given)
 : -0.6 | 0.0 | 8 | -1
> C=C1COC(=O)N1c1ccccc1
 : -0.8 | -0.1 | 12 | -4
> Cn1cc(C(=O)N2CCN(c3ccccc3)CC2)c2[nH]c(=O)n(Cc3ccccc3)c(=O)c21
 : -0.7 | 0.1 | 14 | 0

3 of the compounds above, with each value named:
Cc1cc(C)c2c(c1)NC(=O)C2(O)c1c[nH]c2ccccc12 (stereo not given)
  GPR151 ag: -0.6 | FBW7 activator: 0.0 | MITF primary: 8 | TEAD-YAP inh: -1

C=C1COC(=O)N1c1ccccc1
  GPR151 ag: -0.8 | FBW7 activator: -0.1 | MITF primary: 12 | TEAD-YAP inh: -4

Cn1cc(C(=O)N2CCN(c3ccccc3)CC2)c2[nH]c(=O)n(Cc3ccccc3)c(=O)c21
  GPR151 ag: -0.7 | FBW7 activator: 0.1 | MITF primary: 14 | TEAD-YAP inh: 0

Compound activity: PubChem, The Scripps Research Institute Molecular Screening Center
